High-throughput results: PubChem BioAssay, National Center for Advancing Translational Sciences (NCATS)
Epigenetic reg = regulators of epigenetic silencing causing reporter derepression in mouse cells; murine LDR cells, GFP reporter derepression, 30 h; 280,000 compounds, 0.2% hits; Potency, µM (highest dose often 53.9 µM), for the others: at the top dose GFP activation, most hits filed as activators; AID 1865; further: potency means the concentration at half of the fitted maximal effect; % of control where 0% means no effect; nearly all actives have a fitted effect of over 60% in size
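Murine LDR cells carrying a silenced, genomically integrated CMV-driven GFP reporter were exposed to compound for 30 hours at 37 C. After PBS washes, GFP-positive cells (20–120 um objects) were counted by laser-scanning microplate cytometry.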
NPSR antag = neuropeptide S receptor (human) antagonism, cAMP; CHO-NPSR cells, cAMP TR-FRET, antagonist mode; Potency, µM (doses to about 38.3 µM), for the others: at the top dose activity change, negative = inhibition, actives largely listed as inhibitors; 220,000 compounds, 1% hits; AID 1461; further: potency means the concentration at half of the fitted maximal effect; on the % scale 0 is the no-effect control and ±100 the full control effect; nearly all actives have a fitted effect of over 50% in size; many of its hits are not listed in these tables
Target sequence (Q6W5P4 whole entry, looked up): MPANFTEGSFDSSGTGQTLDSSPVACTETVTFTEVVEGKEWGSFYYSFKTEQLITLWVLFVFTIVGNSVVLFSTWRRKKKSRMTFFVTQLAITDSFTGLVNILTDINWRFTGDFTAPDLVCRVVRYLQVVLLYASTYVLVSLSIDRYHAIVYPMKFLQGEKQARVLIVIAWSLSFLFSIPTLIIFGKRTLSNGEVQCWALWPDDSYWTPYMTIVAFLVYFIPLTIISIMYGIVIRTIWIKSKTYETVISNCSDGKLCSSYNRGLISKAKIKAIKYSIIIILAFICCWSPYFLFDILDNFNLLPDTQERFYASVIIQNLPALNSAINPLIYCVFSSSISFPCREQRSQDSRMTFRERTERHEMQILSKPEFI
IMPase Li cell = cell-permeable IMPase inhibitors with lithium potentiation; CHO-M1 cells, IP1 TR-FRET (IP-One), carbachol + lithium; Potency, µM (series often up to 59.4 µM), without a hit: top-dose activity, negative = IMPase inhibition, actives largely listed as inhibitors; 210,000 compounds, 0.35% hits; AID 1457;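 further: IP1 builds up when IMPase is blocked and the TR-FRET signal falls; potency means the concentration at half of the fitted maximal effect; plate controls were basal vehicle for no effect and high inhibitor control for full effect; nearly all actives have a fitted effect of over 50% in size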
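Concentration–response in CHO-M1 cells, lithium-potentiated; 30 min at 37C. IP1 detected by competitive TR-FRET after 10 min lysis at RT. Hill-fitted AC50.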
GLA spleen mod = inhibits or activates alpha-galactosidase in human spleen homogenate. P06280. human spleen homogenate, 4MU-alpha-Gal fluorescence, 40 min. Potency, µM (doses to about 80 µM), for the others: at the highest dose activity change, negative = inhibition, usual class: inhibitors. 240,000 compounds, 0.008% hits. AID 2107;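 further: potency means the concentration at half of the fitted maximal effect; 0% = enzyme with vehicle and -100% = no enzyme basal signal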
Target sequence (P06280 32-429 limits assumed): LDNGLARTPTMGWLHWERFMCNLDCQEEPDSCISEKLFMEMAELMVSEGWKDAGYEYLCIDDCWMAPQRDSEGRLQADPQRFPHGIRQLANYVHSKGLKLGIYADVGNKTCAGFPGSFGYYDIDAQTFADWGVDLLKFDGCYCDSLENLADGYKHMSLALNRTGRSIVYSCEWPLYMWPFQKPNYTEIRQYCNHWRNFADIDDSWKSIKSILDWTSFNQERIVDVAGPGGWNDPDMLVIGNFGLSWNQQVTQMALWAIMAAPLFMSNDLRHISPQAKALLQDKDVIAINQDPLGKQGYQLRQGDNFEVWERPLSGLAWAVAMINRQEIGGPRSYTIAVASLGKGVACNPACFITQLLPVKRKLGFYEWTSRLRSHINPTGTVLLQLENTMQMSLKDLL
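Spleen homogenate 1 ug + cpd (titration) + 4-MU-alpha-D-galactopyranoside 1 mM; 37C 40 min; 50 mM citrate/phosphate pH 5.0, 0.01% Tween-20; stop pH 10; fluorescence 365/440; AC50 via Hill.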
CBFb-RUNX1 inh = blocks binding between human CBF-beta and RUNX1; Q01196+Q13951; AlphaScreen CBFb-His/RUNX1-biotin binding, biochemical; Potency, µM (top dose mostly 59.8 µM), without a hit: top-dose activity, negative = inhibition, hits mostly inhibitors; 230,000 tested, under 10 active; AID 1477; further: % of control where 0% means no effect
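CBFb-His/RUNX1-biotin, 30 nM each, preincubated 20 min RT; compound 15 min RT; Ni + streptavidin beads 50 ng each, 90 min RT; AlphaScreen read.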
Lamin A splicing = changes lamin A minigene splicing in HeLa cells | HeLa LMNA splicing GFP/RFP minigene ratio, 48 h | Potency, µM (titrated, usually from 46.1 µM), inactives show top-dose ratio change, negative = inhibition, actives largely listed as inhibitors | 200,000 compounds, 0.01% hits | AID 1487; active means well fitted inhibition curve with a large enough effect in the signal ratio, with a control signal flat, not every such curve was filed as active; inconclusive means small, poorly fitted or top-dose-only effect, or effect the other way, or a change in a side signal; the % refers to the signal ratio; further: potency means the concentration at half of the fitted maximal effect; on the % scale 0 is the no-effect control and ±100 the full control effect
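S3 HeLa cells stably expressing lamin A-EGFP splicing minigene plus DsRed2, 600 cells/well, 48 h compound exposure at 37C. Laser-scanning cytometry; analysed as GFP (500-530 nm)/RFP (575-640 nm) total intensity ratio; 0.5% DMSO vehicle.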
KinaseGlo FLuc = Kinase-Glo luciferase inhibition (counter-screen); Kinase-Glo luciferase, ATP luminescence, 8 min; Q27757; AID 1379; 200,000 compounds, 0.28% hits; Potency, µM (titrated, usually from 38.3 µM), inactives show top-dose activity change, negative = inhibition, actives largely listed as inhibitors; further: potency means the concentration at half of the fitted maximal effect; on the % scale 0 is the no-effect control and ±100 the full control effect; nearly all actives have a fitted effect of over 60% in size
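Compounds were added to a substrate mix at pH 7.2 (50 mM imidazole, 10 uM ATP, within the enzyme's linear range), followed by Kinase-Glo detection reagent; luminescence was measured after 8 minutes at ambient temperature.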
Active calls of the source: *; u = inconclusive; x = not tested or not shown; & = joins results of further samples; [ ] = another dose, or the depositor's remark. Unless noted, the call rests on the fitted dose curve; in most records, active means well fitted curve in the direction sought with a large enough effect; inconclusive means small, poorly fitted or top-dose-only effect, or another doubt; inactive means no such curve, though single readings can be large; an effect the other way counts as inactive or inconclusive. These rows are one share of the data; the hit share may differ from the screen's.

SMILES	Epigenetic reg	NPSR antag	IMPase Li cell	GLA spleen mod	CBFb-RUNX1 inh	Lamin A splicing	KinaseGlo FLuc
CC(NC(=O)C(NC(=O)C1CCCN1C(=O)OC(C)(C)C)C(C)C)C(N)=O (stereo not given)	-1.0%	16%	-3%	5%	0%	1%	0%
O=C(N/C(=C\c1cccnc1)c1nc2ccccc2[nH]1)c1cccc(Br)c1	1.5%	12%	1%	-6%	1%	-8%	-3%
CCn1c(CNc2ccc(Cl)cc2)nnc1SCCN1CCCCC1	-1.2%	8%[46.1 µM]	15%	-20%	6%	-13%	1%
CCCC(C)C(=O)OCC(=O)Nc1ccc(Br)cc1 (stereo not given)	-1.9%	-1%	-5%	0%	12%	x	2%
CCc1nnc(NC(=O)CSc2nc3ccccc3o2)s1	-3.8%	-12%[46.1 µM]	3%[38.3 µM]	4%	4%	3%	-5%
Oc1ccc(/C=N/Nc2nccnc2Cl)c(O)c1	-5.6%	-20%[46.1 µM]	47%[activator][38.3 µM]	-2%	2%	u	3.5µM*
N#Cc1ccc(/C=N/NC(=O)c2cc(-c3cccs3)nc3ccccc23)cc1	0.0%	0%	2%	-4%	3%	u	-1%
COc1ccc(C(=O)N2CCCCC2)cc1S(=O)(=O)Nc1cccc(C(=O)O)c1	0.0%	9%	7%	4%	4%	-6%	2%
COc1ccccc1CNC(=O)C1(c2ccc(Cl)cc2)CC1	2.1%	5%	6%	-1%	5%	3%	0%
CCN(CC)CCN=C1CCCc2ccccc2N1	-1.0%	-3%[46.1 µM]	13%[38.3 µM]	14%	-6%	5%	-1%
CC1CCN(c2nc(N3CCCCC3)nc(N3CCCCC3)n2)CC1	1.2%	-31%	-9%	2%	-13%	25%[46 µM]	-2%
CN(C)CCCSC(=N)N	0.0%	x	-11%&13%&2%	8%	11%	-5%	1%

Part of the list above, as comma-separated lines:
mol,Epigenetic reg,NPSR antag,IMPase Li cell,GLA spleen mod,CBFb-RUNX1 inh,Lamin A splicing,KinaseGlo FLuc
CCc1nnc(NC(=O)CSc2nc3ccccc3o2)s1,-3.8%,-12%[46.1 µM],3%[38.3 µM],4%,4%,3%,-5%
O=C(N/C(=C\c1cccnc1)c1nc2ccccc2[nH]1)c1cccc(Br)c1,1.5%,12%,1%,-6%,1%,-8%,-3%
N#Cc1ccc(/C=N/NC(=O)c2cc(-c3cccs3)nc3ccccc23)cc1,0.0%,0%,2%,-4%,3%,u,-1%
Oc1ccc(/C=N/Nc2nccnc2Cl)c(O)c1,-5.6%,-20%[46.1 µM],47%[activator][38.3 µM],-2%,2%,u,3.5µM*
COc1ccc(C(=O)N2CCCCC2)cc1S(=O)(=O)Nc1cccc(C(=O)O)c1,0.0%,9%,7%,4%,4%,-6%,2%

Carrying on:
SMILES	Epigenetic reg	NPSR antag	IMPase Li cell	GLA spleen mod	CBFb-RUNX1 inh	Lamin A splicing	KinaseGlo FLuc
Cc1ccc(NC2c3ncccc3C(=O)N2Cc2ccco2)c(C)c1 (stereo not given)	-2.5%	7%	0%	1%	-6%	x	-1%
O=C(CC1CCCC1)Nc1ccc2c(c1)CCC2	0.0%	-14%[46.1 µM]	-4%[38.3 µM]	6%	8%	-3%	-6%
COc1cccc(NC(=O)Nc2cccs2)c1	3.0%	-8%[46.1 µM]	-4%	-2%	4%	-6%	-8%
CC(NC(=O)C(=S)N1CCN(C)CC1)c1ccccc1 (stereo not given)	-1.9%[10.1 µM]	5%	-2%	0%	-3%	x	-2%
Cc1n[nH]c(C)c1S(=O)(=O)N1CCCC(C(=O)N2CCN(c3ccc(Cl)cc3)CC2)C1 (stereo not given)	-2.2%	-25%[46.1 µM]	x	-6%	-13%	u	x
OC(c1ccccc1)(c1ccccc1)C1CCN(C(=S)NCCc2ccccc2)CC1	-4.1%	u	16%	-2%	-3%	x	1%
COc1ccc(/C(O)=C2\C(=O)C(=O)N(CCN(C)C)C2c2cccc(OC)c2OC)cc1Cl (stereo not given)	-0.9%	15%[46.1 µM]	u	2%	-2%	5%	0%
CCn1c(SCC(=O)NCCc2ccccc2)nnc1-c1ccco1	-1.9%	-2%[46.1 µM]	-5%[38.3 µM]	8%	6%	2%	-1%
CSCC[C@H](NC(=O)Nc1ccc(S(N)(=O)=O)cc1)C(=O)O	0.0%	8%	x	-15%	4%	x	x
CC(Sc1nc(=O)cc(N)n1CCc1ccccc1)C(=O)NCc1ccccc1 (stereo not given)	-1.7%	-4%	7%	-7%	-6%	x	0%
COc1ccc(-c2cn3ccccc3n2)cc1	-2.4%	7%	x	-5%	1%	x	x
O=c1c(C(c2ccccc2)c2c(O)nc3n(c2=O)CCCS3)c(O)nc2n1CCCS2	0.0%	-6%[46.1 µM]	-1%[38.3 µM]	-5%	-3%	3%[0.0737 µM]	2%
C/C(=N\NC(=O)COc1ccc(C(C)(C)C)cc1)c1cc2ccccc2o1	4.6%	-36%	5%	3%	10%	u	-2%
Cc1cc(O)ccc1N/C=C/c1onc(C)c1[N+](=O)[O-]	0.5%	-3%	-3%	-2%	-16%	x	-10%
COCCCN(CCCN)Cc1ccco1	1.0%	23%	-4%	3%	2%	-19%	0%
Cc1ccc(S(=O)(=O)/N=C(\c2ccc(Cl)cc2)N2CCOCC2)cc1	-2.0%	0%[46.1 µM]	-1%[38.3 µM]	-11%	-2%	-7%	-3%
C=CCN(CC=C)CCOc1cc(C)ccc1[N+](=O)[O-]	3.1%	-3%	2%	1%	3%	9%[46 µM]	-2%
CC1Cc2ccccc2N1C(=O)COC(=O)c1c2c(nc3ccccc13)CCCCC2 (stereo not given)	-0.1%	-47%	14%	-3%	-12%	-15%	2%
CCOC(=O)c1cc(-c2cccs2)nc2onc(C)c12	3.6%	-2%[46.1 µM]	-6%[38.3 µM]	13%	-1%	1%	-4%
CCOC(=O)c1c(NC(=O)CSc2nc3c(c(=O)n(C)c(=O)n3C)n2C(C)C)sc(C)c1C	-0.1%	7%[46.1 µM]	27%[38.3 µM]	-5%	0%	18%	0%
Fc1ccc(C2C3=C(Nc4ncnn42)c2ccccc2OC3c2ccncc2)cc1 (stereo not given)	-3.5%	-7%[46.1 µM]	5%[38.3 µM]	-14%	-4%	-12%	18%
Cc1cc(C(=O)COC(=O)c2ccc(O)cc2)c(C)n1-c1ccccc1F	-1.7%	-10%	0%	0%	-14%	x	1%
O=C1C=C(NCCNc2c(F)c(F)c(CO)c(F)c2F)CCC1	0.0%	-3%[46.1 µM]	14%[38.3 µM]	-3%	-1%	1%	-1%
Cc1noc(C)c1CN(C(=S)NC(C)C)c1ccccc1	9.5%	16%	-9%	0%	14%	-14%	-2%
CCOc1cc(C(=O)OC(C)C(=O)Nc2ncc(Cl)cc2Cl)ccc1OCC(=O)N1CCOCC1 (stereo not given)	0.0%	11%	0%	-10%	8%	6%	-2%
C=CCN1C(=O)N(c2ccc(Cl)cc2)C(=O)C1CC(=O)Nc1ccc(F)cc1 (stereo not given)	-0.7%	-7%	1%	-4%	5%	15%[46 µM]	-1%
c1ccc2c(c1)oc1c(NCCCN3CCOCC3)ncnc12	-1.4%	1%[46.1 µM]	3%[38.3 µM]	14%	2%	8%	2%
O=C(Nc1ccc(N2CCCC2)cc1)c1cccc(F)c1	0.8%	-5%[46.1 µM]	39%[activator][38.3 µM]	-1%	-7%	9%	u
CCCC(=O)Nc1nn(CCC)c2nc3ccccc3cc12	u	-6%[46.1 µM]	8%[38.3 µM]	-4%	-2%	-6%	7%
Cc1ccc(-c2csc(N=C(N)N)n2)cc1	2.1%	16%	x	-8%	-2%	x	x
OCC1CCCN(C2CCN(Cc3nc(Cc4cccc(C(F)(F)F)c4)no3)CC2)C1 (stereo not given)	2.4%	-21%	23%	4%	2%	2%[46 µM]	-5%
Cc1cccc(C)c1NC(=O)CN	1.1%	11%	x	6%	15%	x	x
CN(C)c1cc2c(c(N(C)C)c1)C(=O)c1ccccc1C2=O	0.0%	u	81%[activator][38.3 µM]	-7%	-7%	-13%	11µM*
COc1ccc(S(=O)(=O)N2CCCC(C(=O)N3CCOCC3)C2)cc1C (stereo not given)	1.1%	-6%[46.1 µM]	22%[38.3 µM]	3%	12%	2%	1%
CSc1ncccc1C(=O)OCC(=O)c1ccc(Br)s1	-1.9%	-25%	-6%	4%	18%	-10%[46 µM]	-4%
O=C1CC(c2ccc(F)cc2)CC2=C1C=Nc1ccccc1N2 (stereo not given)	0.0%	-5%	6%	4%	2%	8%[46 µM]	-3%
CN1CCc2c(c3c(n2C)CCN(C)[C@@H]3c2cccnc2)[C@H]1c1cccnc1	-0.2%&6.3%	5%[46.1 µM]	-4%[38.3 µM]	5%&-1%	-1%&-8%	10%	1%&-2%
COC(=O)C1=C(C)NC(C)=C(C(=O)OC)C1C1CC=CCC1 (stereo not given)	-2.0%	-22%[46.1 µM]	9%	-4%	-4%	u	0%
Cc1ccc(CN2C(=O)S/C(=C\c3ccccc3OCC(=O)O)C2=O)cc1	-1.1%	17%	6%	7%	-2%	u	3%
O=C(C1CCN(S(=O)(=O)c2cccnc2)CC1)N1CCCCC1	0.8%	-5%[46.1 µM]	16%[38.3 µM]	-7%	1%	3%	3%
C=CCc1cccc(C=Nc2cccn3cc(-c4ccccc4)nc23)c1O	-1.8%	u	26%	1%	1%	u	-8%
CCN1C(=O)C(CC(=O)Nc2ccc(OC)cc2)N(CCc2ccc(OC)cc2)C1=S (stereo not given)	-0.2%	-29%	4%	-10%	5%	-18%[9.22 µM]	-1%
O=C(CCCOc1ccc(Cl)cc1Cl)N1CCN(c2ccccn2)CC1	-3.9%	-25%[46.1 µM]	9%[38.3 µM]	2%	7%	u	2%
C[N+]1(C)CCCC(OC(=O)C(O)(c2ccccc2)c2ccccc2)C1 (stereo not given)	-0.3%	x	38%[activator]	12%	8%	x	-4%
Fc1ccc(C2=NOC(c3nnc(-c4ccccc4)o3)C2)cc1 (stereo not given)	0.3%	3%	x	-1%	6%	x	x
COc1ccc(CNC(=O)C2CCCN(S(=O)(=O)c3cnc[nH]3)C2)cc1 (stereo not given)	-1.9%	3%[46.1 µM]	-10%[38.3 µM]	6%	-5%	0%	-1%
S=C(c1ccc(-c2ccc(Br)cc2)o1)N1CCOCC1	-1.0%	-32%	x	2%	u	x	x
CCCc1c(C(=O)Nc2cc(C(C)(C)C)on2)cnn1-c1ccccc1	1.1%	45%	x	-5%	22%	u	x
CS(=O)(=O)N(CC(=O)NC1CC1)C1CCCCC1	1.1%	9%	1%	0%	2%	13%	0%
